PAX8 reporter = inhibitors of PAX8 transcriptional activity in RMG-I cells; RMG-I TPO-luciferase reporter, SteadyGlo, 24 h; inhibition, % at 12.6 µM; 360,000 tested, 1.2% active; AID 652154;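 active = mean replicate inhibition at least 60% with every replicate also reaching 60%; inconclusive = only one of the two criteria is met; inactive = mean below 60% and not all replicates reaching 60%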;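 also: luciferase light reporting Pax8 driven TPO promoter activity; plate controls were median of neutral control wells for no effect and mitoxantrone controls for full effect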
PGC1a acetyl inh = lowers PGC1a acetylation signal in U2OS cells | AlphaScreen anti-acetyl-lysine; with virally co-expressed GCN5 acetyltransferase | 350,000 tested, 0.17% active | inhibition, % at 15.6 µM;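 active = every replicate shows inhibition of at least 40%; inconclusive = mean inhibition at least 40% but some replicate below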;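 also: 0% = neutral control wells and 100% = positive control wells; some results beyond the cut were filed as inactive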
EWS-Fli inh = EWS/Fli transcriptional activity inhibition | A673 NR0B1-luciferase reporter, viability-normalised | inhibition, % at 12.6 µM | 350,000 tested, 0.67% active;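 active = mean inhibition of at least 50% after viability correction, with every replicate also passing that limit; inconclusive = mean reaches 50% but only one of two replicates passes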;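 also: firefly luciferase signal divided by Alamar Blue viability fluorescence both relative to DMSO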
FN deposit inh = fibronectin deposition inhibition. AH1F fibroblasts, Alexa488-fibronectin deposition fluorescence, overnight. inhibition, % at 12.6 µM. 350,000 tested, 0.086% active. AID 743247;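 active = mean inhibition across replicates of 30% or more, regardless of how many single replicates reach that level; inconclusive = mean under 30% yet at least half of replicates reach 30%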;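 also: positive control wells lacked labelled fibronectin entirely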
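Assay system: AH1F fibroblast monolayer, labelled fibronectin deposition. Amount: 10000 cells per well. Also added: labelled fibronectin 24 nM. Compound: single-point pinned compound. Incubation: cell attachment 1 h, compound and FN exposure overnight. Detection: fluorescence after three HBSS washes, excitation 485 nm, emission 525 nm. Read-out: inhibition of fibronectin deposition signal.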
Cneo AK release = causes C. neoformans cell lysis; adenylate kinase release luminescence, 4 h; normalised: neutral wells 0, clomiphene wells 100; lysis activity, % at 15 µM; AID 651654; 360,000 tested, 0.2% active;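 active = mean lysis activity across replicates of at least 80%, whatever share of replicates individually reach that level; inactive = mean lysis activity below 80%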
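Schedule: static 4 h at 37 °C with compound, 1 h detection; system: C. neoformans cells; benchmarks: Clomiphene as positive control; buffer or medium: fresh YPD medium; measure: luminescence rise reflecting yeast cell lysis; measured by: luminescent adenylate kinase detection reagent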
LGR2 inh = inhibitors of bursicon-induced Drosophila LGR2 receptor cAMP signaling | 380,000 tested, 0.35% active | inhibition, % at 9.99 µM | HEK293 LGR2, CRE-luciferase, bursicon-stimulated, 4 h;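 active = drop in luminescence signal, shown as inhibition above about 50% in the replicate tests, limit read from the data, passing the limit was not always enough; inconclusive = probably only some replicates passing the limit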;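 also: agonist challenge used bursicon conditioned medium at about half maximal strength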
* = called active by the depositor; u = inconclusive; x = no result given. This is a subset (hit frequency here may not be typical).

Values run as follows: PAX8 reporter	PGC1a acetyl inh	EWS-Fli inh	FN deposit inh	Cneo AK release	LGR2 inh
- C#CCOC(=O)/C(=C/c1ccc(F)cc1)NC(C)=O
    x	x	x	x	0	9
- O=C(COC(=O)c1ccc([N+](=O)[O-])s1)NCc1ccccc1
    x	x	x	x	-3	17
- O=C(CSc1nnc(-c2ccc(O)cc2)o1)Nc1ccc2c(c1)OCCO2
    x	x	x	x	-1	-18
- CC(C)N(C(=O)CSc1ncnc2sc(-c3ccccc3)cc12)C(C)C
    x	x	x	x	3	-17
- COc1cccc(CNC(=O)CN(C)S(=O)(=O)c2cnc[nH]2)c1
    x	x	x	x	-4	-16
- CCOc1ccc(NC(=O)C23CC4CC(C2)CC(c2ccccc2)(C4)C3)cc1
    x	x	x	x	-2	16
- c1ccc(Cn2c(CNc3nc4ccccc4n3CCN3CCCCC3)nc3ccccc32)cc1
    x	x	x	x	42	44
- CCSc1nc2nn(-c3ccccc3)c(=O)c-2c2n1CCCCC2
    x	x	x	x	0	-9
- Oc1ccc(C(=S)N2CCCCC2)cc1
    x	x	x	x	0	-6
- Cc1cccc(/C=C/C(=O)c2cc(Br)ccc(=O)c2O)c1
    x	x	x	x	-3	44
- O=c1nc2ccccc2c2n1CC(CN1CCN(c3ccc(F)cc3)CC1)N2 (stereo not drawn)
    x	x	x	x	1	13
- Cc1ccc(N(CC(N)=O)C2SC(=O)N(Cc3cccc(C(=O)O)c3)C2=O)cc1 (stereo not drawn)
    x	x	x	x	-3	16
- Cc1ccc2nc(SCc3nnc(-c4ccccc4)o3)[nH]c2c1
    x	x	x	x	1	-11
- COc1ccc(Cc2c(O)nc(SC)n(C(C)=O)c2=O)cc1
    x	x	x	x	2	-6
- CC1(C)CC(=O)C=C(Nc2ccccc2O)C1
    x	x	x	x	2	1
- CCc1ccc(/C=C/C(=O)c2cc(Br)ccc(=O)c2O)cc1
    x	x	x	x	-2	36
- O=C(Nc1ccc2c(c1)OCCO2)C1CCN(C(=O)c2ccccc2)CC1
    x	x	x	x	3	-27
- CCNC(=O)NC(=O)C(C)Sc1ccc2c(c1)OCCO2 (stereo not drawn)
    x	x	x	x	1	-10
- CSc1nccn1CC(=O)Nc1ccc(F)cc1
    x	x	x	x	1	-9
- COc1ccc(Nc2c3c(c(C#N)c4nc5ccccc5n24)CCC3)cc1
    x	x	x	x	7	-3
- CCN(CC)C(=O)C1CCCN(Cc2ccc3c(c2)OCO3)C1 (stereo not drawn)
    x	x	x	x	-4	13
- CN(C)CCCC(=O)c1ccc2c(c1)OCO2
    x	x	x	x	3	8
- Cc1snc(S(=O)(=O)/C(C#N)=N\Nc2ccccc2)c1C#N
    x	x	x	x	0	4
- COc1ccc2c3c([nH]c2c1)[C@H](CO)N(CC1CCOCC1)CC31CN(C(=O)C2CC2)C1
    x	x	-6	x	x	-4
- CN1[C@@H]2c3ccc(-c4ccc(F)cc4)c(=O)n3C[C@H]1[C@H](CO)[C@H]2C(=O)NC1CCC1
    x	x	-6	x	x	-1
- O=C(O)[C@H]1[C@H](CO)[C@H]2Cn3c(ccc(-c4ccc(F)cc4)c3=O)[C@H]2N1CCc1ccccc1
    x	x	1	x	x	5
- CC(C)NC(=O)N1CC2(C1)[C@H](c1ccccc1)[C@H](CO)N2C(=O)C1CCCCC1
    x	x	3	x	x	15
- COc1ccc2c3c(n(C)c2c1)[C@H](CO)N(C(=O)CN(C)C)CC31CN(S(C)(=O)=O)C1
    x	x	3	x	x	-2
- O=C1CN(S(=O)(=O)c2ccccc2)C[C@H]2[C@H](c3ccc(C#Cc4ccccc4)cc3)[C@@H](CO)N12
    x	-12	x	x	x	1
- CCCNC(=O)N1CC(=O)N2[C@H](CO)[C@H](c3ccc(-c4ccccc4)cc3)[C@@H]2C1
    x	-8	x	x	x	-1
- CCNc1ccc2noc3c2c1C(=O)c1ccccc1-3
    x	11	x	x	x	-30
- Cc1nn(-c2ccccc2)c(N)c1C1(O)C(=O)N(C)c2ccccc21 (stereo not drawn)
    8	x	x	x	x	-2
- CCCCCCCCCc1nc2sc3c(c2c(=O)n1NC(=O)c1ccc([N+](=O)[O-])cc1)CC(C)(C)OC3
    2	x	x	x	x	24
- CCCN1CN(CCc2ccccc2)CNC1=S
    -5	x	x	x	x	2
- COc1ccc(/C(C)=N/OCC(=O)N=Nc2c(O)[nH]c3ccc(Br)cc23)cc1
    11	x	x	x	x	2
- Cc1cc(C(=O)NN=C2CCCCC2)c2ccccc2n1
    10	x	x	x	x	-2
- CC(C)c1ccc(/C=N/NC(=O)c2c(Cl)cnn2C)cc1
    -181	x	x	x	x	-7
- O=C(N/N=C\c1c(O)ccc2ccccc12)c1ccc(S(=O)(=O)N2CCCCC2)cc1
    19	x	x	x	x	26
- Cc1cccc(NC(=O)NC(=S)NC(=O)c2ccccc2)c1
    -135	x	x	x	x	-66
- Cc1ccc(C(=O)NCC(=O)NCC(=O)OCC(=O)c2ccc(F)cc2)cc1
    7	x	x	x	x	2
- Cn1nnnc1SCCNCc1cc(Cl)ccc1OCc1ccccc1
    2	x	x	x	x	9
- COc1ccc(NC(=O)C(OC(=O)c2ccc([N+](=O)[O-])o2)c2ccccc2)cc1Cl (stereo not drawn)
    -8	x	x	x	x	-19
- O=C(CSc1nc(-c2ccccc2)c(-c2ccccc2)[nH]1)Nc1ccc2c(c1)OCO2
    8	x	x	x	x	-3
- COc1ccc(C2=NN(C(=S)Nc3ccccc3)C(c3ccccc3)C2)cc1 (stereo not drawn)
    -31	x	x	x	x	9
- Cc1ccc(NCC(=O)N/N=C/c2ccc(-c3cccc(C(F)(F)F)c3)o2)cc1
    24	x	x	x	x	8

Single records, as listed above. Values in the order: PAX8 reporter | PGC1a acetyl inh | EWS-Fli inh | FN deposit inh | Cneo AK release | LGR2 inh
O=C(N/N=C\c1c(O)ccc2ccccc12)c1ccc(S(=O)(=O)N2CCCCC2)cc1 is listed with 19 | x | x | x | x | 26
Cc1nn(-c2ccccc2)c(N)c1C1(O)C(=O)N(C)c2ccccc21 (stereo not drawn) is listed with 8 | x | x | x | x | -2
O=C(CSc1nc(-c2ccccc2)c(-c2ccccc2)[nH]1)Nc1ccc2c(c1)OCO2 is listed with 8 | x | x | x | x | -3
Cc1cc(C(=O)NN=C2CCCCC2)c2ccccc2n1 is listed with 10 | x | x | x | x | -2
COc1ccc(C2=NN(C(=S)Nc3ccccc3)C(c3ccccc3)C2)cc1 (stereo not drawn) is listed with -31 | x | x | x | x | 9

Following part.
Values run as follows: PAX8 reporter	PGC1a acetyl inh	EWS-Fli inh	FN deposit inh	Cneo AK release	LGR2 inh
- CCOC(=O)c1nn(-c2ccccc2C)c2nc(Nc3ccccc3)cc(=O)n12
    8	x	x	x	x	-8
- Cc1nn(-c2ccccc2)c(Cl)c1/C=N/Nc1ccc(Cl)c(C(=O)O)c1
    55	x	x	x	x	u
- C=CCOc1ccc(CNc2ccc(NC(=O)CCC)cc2)cc1OCC
    -14	x	x	x	x	-5
- COCCNc1nc(-c2cc3ccccc3o2)cs1
    -184	x	x	x	x	16
- Cc1sc(NC(=O)c2ccccc2F)c(CN2CCCCC2)c1C
    -52	x	x	x	x	-22
- CCOc1ccc(S(=O)(=O)Nc2cc(S(=O)(=O)N(CC)CC)ccc2N2CCCC2)cc1
    17	x	x	x	x	2
- CCOC(=O)c1c(NC(=O)C(=O)N/N=C/c2ccc(O)c(OC)c2)sc2c1CCCCC2
    9	x	x	x	x	14
- Cc1ccccc1CS(=O)(=O)Cc1ccc(C(=O)N2CCOCC2)o1
    -13	x	x	x	x	8
- COc1cccc(Nc2ccc(Nc3cccc(OC)c3)nn2)c1
    -4	x	x	x	x	-9
- Cc1[nH]n(-c2ccccc2)c(=O)c1C=Nc1cccc2cccnc12
    u	x	x	x	x	8
- O=C(NN/C(=N/S(=O)(=O)c1ccc(Cl)cc1)c1ccccc1)c1ccc(O)cc1
    -255	x	x	x	x	-69
- N#Cc1c(N)nc2c(c1N)CC(CCl)O2 (stereo not drawn)
    -20	x	x	x	x	-16
- Oc1cccc(/C=N/NC(=S)Nc2cccnc2)c1O
    -13	x	x	x	x	0
- CN(C(=O)c1c(Cl)cnn1C)C12CC3CC(CC(C3)C1)C2
    -13	x	x	x	x	11
- CCOC(=O)C1=NN(C(C)=O)C2(CC(=O)N(c3ccc(C)c(C)c3)C2=O)C1 (stereo not drawn)
    4	x	x	x	x	-3
- O=C(/C=C/c1ccccc1)NC(NC(=S)Nc1cccc(O)c1)C(Cl)(Cl)Cl (stereo not drawn)
    9	x	x	x	x	17
- CCOc1ccc(OCCn2ccnc2)cc1
    -7	x	x	x	x	-5
- Cc1cc(C)nc(SCC(=O)N/N=C/c2cccs2)n1
    -22	x	x	x	x	-2
- N#C/C(=C\c1ccco1)c1nc2ccccc2s1
    -79	x	x	x	x	-57
- COC(=O)c1sc2ccccc2c1NC(=O)c1ccc(S(=O)(=O)N2CC(C)CC(C)C2)cc1 (stereo not drawn)
    26	x	x	x	x	-12
- COc1ccc(-c2c(C)c3ccc(OCC(C)=O)cc3oc2=O)cc1
    x	x	x	13	-4	x
- C=C(C)COc1ccc(-c2nc(N)ncc2-c2ccc(OC)cc2)c(O)c1
    x	x	x	0	4	x
- N#C/C(C(N)=O)=c1/ccc2c(c1)N1C3=C(CCCC3)CC3CCCCC31N=2 (stereo not drawn)
    x	x	x	2	-6	x
- CC(C)C(O)(C#CCN1CCCCC1)c1ccccc1 (stereo not drawn)
    x	-2	x	-17	x	x
- CCOc1ccccc1N1CCN(C(=O)c2ccncc2)CC1
    x	-6	x	-5	x	x
- COC(=O)/C(=C/Nc1ccccc1)[N+](=O)[O-]
    x	-1	x	3	x	x
- CCNC(=S)N1CC(C)OC(C)C1 (stereo not drawn)
    15	x	x	1	x	x
- CCOc1cc(/C=N/N=C(/N)c2nonc2N)cc(Br)c1OCc1ccc(Cl)cc1
    -17	x	x	13	x	x
- O=C(OCCCCN1C(=O)c2ccccc2C1=O)c1n[nH]c2ccccc12
    15	x	x	3	x	x
- O=C1CSC(=Nc2ccccc2Cl)N1
    -25	x	x	6	x	x
- Cn1cc(/C=N/n2cnc3sc4c(c3c2=O)CCCC4)c2ccccc21
    3	x	x	-6	x	x
- COc1ccc(NC(=O)C2CCCN2C(=O)NCc2ccccc2)cc1OC (stereo not drawn)
    -2	x	x	9	x	x
- c1ccc(NC2=NCCCCS2)cc1
    24	x	x	2	x	x
- COC(=O)CC1=Nc2ccccc2NC(=O)C1
    -1	x	x	3	x	x
- CN(Cc1ccccc1)C(=O)c1ccc2c(c1)OCO2
    -2	x	x	1	x	x
- Cc1cc(C)c2nc(N3CCC(C(=O)NCCCN4CCCCC4)CC3)sc2c1
    17	x	x	4	x	x
- CC(C)OC(=O)c1cccc(NC(=O)c2ccccc2)c1
    -133	x	x	2	x	x
- O=C1NCCCC2c3cc(O)c4ccccc4c3OC12N1CCCCC1 (stereo not drawn)
    32	x	x	-2	x	x
- COCCNC(=O)C1CC(c2ccc(F)cc2)=NO1 (stereo not drawn)
    -9	x	x	-7	x	x
- COc1ccccc1N=c1oc2cc(O)ccc2cc1C(=O)NCC1CCCO1 (stereo not drawn)
    -40	x	x	-6	x	x
- CC1CCCC(NC(=O)Cc2ccc(Br)cc2)C1C (stereo not drawn)
    6	x	x	-5	x	x
- Cc1cc(NC(=O)c2cccc(C(=O)Nc3cc(C)on3)n2)no1
    6	x	x	-2	x	x
- CCOC(=O)c1c(C=O)c(C)n(Cc2ccccc2Cl)c1C
    1	x	x	6	x	x
- CCn1c(SCCC(=O)O)nnc1-c1cccnc1
    5	x	x	6	x	x
- COc1ccc(NC2CC(=O)N(C)C2=O)cc1 (stereo not drawn)
    -27	x	x	-1	x	x
- O=C1CSC(c2c(F)cccc2Cl)N1c1cccc(F)c1 (stereo not drawn)
    29	x	x	7	x	x

From PubChem BioAssay
